Assay outcomes as filed in PubChem.
LYPLA1 inh: blocks human lysophospholipase 1, a PME1 counter-screen | inhibition, % at 5.9 µM | O75608 | 0.16% of 320,000 active | recombinant LYPLA1, FP-Rh probe fluorescence polarization;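 active = inhibition above the mean of all tested compounds plus 3 SD, set per campaign, cut at about 14% in these data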;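 note: inhibitors block serine hydrolase probe labeling of LYPLA1 so polarization falls; 0% = enzyme with DMSO and 100% = wells lacking LYPLA1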
Target sequence (O75608 whole entry, looked up): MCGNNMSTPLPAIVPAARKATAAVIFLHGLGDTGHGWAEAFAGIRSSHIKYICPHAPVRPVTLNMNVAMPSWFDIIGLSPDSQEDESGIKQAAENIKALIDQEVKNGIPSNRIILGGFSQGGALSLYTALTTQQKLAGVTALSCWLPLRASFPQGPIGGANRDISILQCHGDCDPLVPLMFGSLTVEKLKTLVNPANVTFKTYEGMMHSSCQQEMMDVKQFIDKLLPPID
PAD4 inh: PAD4 (human) enzyme inhibition; 0.41% of 330,000 active; recombinant PAD4, RCA probe fluorescence polarization; inhibition, % at 6.36 µM; Q9UM07;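 active = percent inhibition above a cutoff equal to the mean of all tested compounds plus 3 SD, cut at about 15% in these data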;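 note: 0% = PAD4 with RCA probe and DMSO and 100% = probe without PAD4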
GSTO1 inh: GSTO1 inhibition, counter-screen for RBBP9 inhibitors; recombinant GSTO1, activity-based probe fluorescence polarization; inhibition, % at 5.96 µM; AID 1974; P78417; 1.1% of 300,000 active;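 active = inhibition above the campaign mean inhibition plus 3 SD, cut at about 35% in these data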;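 note: 0% = GSTO1-1 with DMSO and 100% = wells lacking GSTO1-1 enzyme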
Target sequence (P78417 whole entry, looked up): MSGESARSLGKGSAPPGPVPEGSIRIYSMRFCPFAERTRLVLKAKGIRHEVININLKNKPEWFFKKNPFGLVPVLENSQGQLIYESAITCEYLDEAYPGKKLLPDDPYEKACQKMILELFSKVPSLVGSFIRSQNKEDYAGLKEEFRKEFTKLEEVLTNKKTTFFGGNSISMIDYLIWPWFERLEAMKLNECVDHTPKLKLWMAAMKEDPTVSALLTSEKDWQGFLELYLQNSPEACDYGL
LYPLA2 inh: blocks human lysophospholipase 2, a PME1 counter-screen. O95372. recombinant LYPLA2, FP-Rh probe fluorescence polarization. inhibition, % at 5.9 µM. 0.38% of 320,000 active. AID 2177;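 active = inhibition above the screen-wide mean plus 3 SD, limit set per campaign, cut at about 26% in these data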;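 note: 0% = LYPLA2 with DMSO and 100% = wells lacking LYPLA2 enzyme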
pPAFAH inh: inhibitors of human plasma PAF acetylhydrolase (pPAFAH); Q13093; AID 463082; 1.5% of 330,000 active; inhibition, % at 3.39 µM; recombinant pPAFAH, FP-rhodamine probe fluorescence polarization;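 active = inhibition above the mean inhibition across the screen plus 3 SD, cut at about 25% in these data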;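 note: inhibitors block binding of the rhodamine activity-based probe so polarization drops; 0% = enzyme with DMSO and 100% = wells lacking pPAFAH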
PREPL inh: human PREPL enzyme inhibition; Q4J6C6; recombinant PREPL, fluorescence polarization activity-based probe; inhibition, % at 5.96 µM; 0.68% of 320,000 active; AID 2751; in the data active = inhibition above about 43%;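 note: 0% = enzyme with DMSO and 100% = wells lacking enzyme; many of its hits are not listed in these tables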
PAFAH2 inh: PAFAH2 (human) inhibition; 0.99% of 340,000 active; inhibition, % at 3.39 µM; Q99487; recombinant PAFAH2, FP-rhodamine activity probe, fluorescence polarization; AID 492956;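 active = inhibition above the mean over all tested compounds plus 3 SD, cut at about 30% in these data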;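 note: inhibitors block probe labeling of enzyme so polarization drops; 0% = enzyme with DMSO and 100% = wells lacking PAFAH2 protein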
PAFAH1B3 FP inh: blocks human PAF acetylhydrolase 1B catalytic subunit 3 | inhibition, % at 3.39 µM | 0.28% of 340,000 active | AID 492972 | recombinant PAFAH1B3, FP-rhodamine probe, fluorescence polarization | Q15102;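 active = inhibition above the screen-wide average of all tested compounds plus 3 SD, cut at about 25% in these data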;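 note: 0% = enzyme with DMSO only and 100% = wells lacking PAFAH1B3 protein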
Target sequence (Q15102 whole entry, looked up): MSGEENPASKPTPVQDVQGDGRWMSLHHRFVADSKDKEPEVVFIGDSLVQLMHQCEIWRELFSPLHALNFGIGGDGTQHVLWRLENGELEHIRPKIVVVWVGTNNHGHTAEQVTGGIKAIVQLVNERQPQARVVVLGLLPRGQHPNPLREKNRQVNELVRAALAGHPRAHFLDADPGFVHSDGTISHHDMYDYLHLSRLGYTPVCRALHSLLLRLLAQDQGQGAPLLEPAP
PAFAH1B2 FP inh: inhibitors of human PAFAH1B2. P68402. recombinant PAFAH1B2, FP-rhodamine activity probe, fluorescence polarization. inhibition, % at 3.39 µM. 1.2% of 340,000 active. AID 492953;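 active = inhibition above the mean of all tested compounds plus 3 SD, cut at about 24% in these data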;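 note: 0% = enzyme with DMSO and 100% = wells lacking PAFAH1B2; many of its hits are not listed in these tables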
Target sequence (P68402 whole entry, looked up): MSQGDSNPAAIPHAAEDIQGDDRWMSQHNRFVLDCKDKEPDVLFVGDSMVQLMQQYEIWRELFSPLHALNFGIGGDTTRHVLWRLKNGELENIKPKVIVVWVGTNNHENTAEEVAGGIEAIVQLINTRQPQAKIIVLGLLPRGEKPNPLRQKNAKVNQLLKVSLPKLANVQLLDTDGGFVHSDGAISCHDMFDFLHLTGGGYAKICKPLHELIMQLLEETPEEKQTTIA
* = called active by the depositor; x = no result given.

SMILES	LYPLA1 inh	PAD4 inh	GSTO1 inh	LYPLA2 inh	pPAFAH inh	PREPL inh	PAFAH2 inh	PAFAH1B3 FP inh	PAFAH1B2 FP inh
Cc1ccc(C(=O)Cn2c(C(=O)/C=C/c3ccccc3)nc3ccccc32)cc1	-4	6	4	-2	4	-6	-17	0	3
COC(=O)c1c(C(=O)OC)c2cc(C(=O)c3ccccc3)ccn2c1Cl	-6	-4	-7	7	0	14	-3	2	4
CCN(CC)c1ccc(NC(=O)Nc2ccc(C(C)=O)cc2)cc1	-3	-8	1	1	1	17	-9	-2	3
CNCc1c(OCc2ccc(F)cc2)ccc2ccccc12	-6	-1	0	-2	5	-22	6	5	3
O=C(CSc1nnnn1-c1cccc2ccccc12)Nc1ccc(C(=O)O)cc1	-1	3	0	4	8	-5	4	14	2
COc1c(C)cc(C(=O)C2CCCN(C(=O)c3cc(C)nc(C)n3)C2)cc1C (centres undefined)	0	-5	-2	-2	0	-8	4	-8	4
c1ccc2c(c1)ccc1ncccc12	-2	3	6	0	2	13	8	1	-1
Cc1ccc(NC(=S)N2CCCN(Cc3ccc(F)cc3)C2)c(C)c1	-8	1	2	-4	-1	1	-4	-3	-4
CCOc1ccc(NC(=S)NC(=O)c2c(Cl)c(C)nn2C)c([N+](=O)[O-])c1	0	-3	-5	2	1	-5	5	7	2
Cc1cc2nc(-c3ccc(SCC(=O)NC(C)C)nc3)[nH]c2cc1C	-5	0	-5	-3	-1	7	x	x	x
COc1cc(C)c(C)cc1S(=O)(=O)N1CCN(Cc2ccc3c(c2)OCO3)CC1	-2	-5	-4	0	1	3	6	2	0
O=C(O)c1ccc(COc2ccccc2Cl)cc1	-1	-5	2	3	1	11	-4	12	7
O=C(OCc1ccc(Br)cc1)c1cccc(S(=O)(=O)N2CCCC2)c1	2	-1	-8	-4	5	-2	-1	1	6
COc1ccc(CC(=O)Nc2ncc([N+](=O)[O-])s2)cc1OC	0	-4	1	11	1	14	12	7	2
O=C(CCS(=O)(=O)Cc1cccc(Cl)c1)NCCc1ccccc1	1	-3	-5	-3	8	-14	3	2	8
CCn1ccnc1CNC(=O)c1cc(COc2ccc(F)cc2F)on1	-2	-2	-3	1	0	5	-6	0	-1
COc1ccc(C(=O)N2N=C(c3ccc(NS(C)(=O)=O)cc3)CC2c2cccs2)cc1 (centres undefined)	1	2	-10	3	3	5	4	-2	9
CC(NC(=S)NC(=O)c1ccccc1Br)c1ccccc1 (centres undefined)	-3	1	1	-3	5	7	11	3	9
CCN(CC(=O)Nc1ccc(OC)cc1)CC(=O)Nc1sc2c(c1C(=O)OC)CCCC2	-1	3	x	-4	4	7	11	4	11
CC1=C(C(=O)Nc2ccccc2F)C(c2ccsc2)C2=C(CC(C)(C)CC2=O)N1 (centres undefined)	-3	4	4	4	2	13	-1	1	0

Random excerpt: 7 entries already listed, in no set order.
SMILES	LYPLA1 inh	PAD4 inh	GSTO1 inh	LYPLA2 inh	pPAFAH inh	PREPL inh	PAFAH2 inh	PAFAH1B3 FP inh	PAFAH1B2 FP inh
CCn1ccnc1CNC(=O)c1cc(COc2ccc(F)cc2F)on1	-2	-2	-3	1	0	5	-6	0	-1
O=C(O)c1ccc(COc2ccccc2Cl)cc1	-1	-5	2	3	1	11	-4	12	7
CCN(CC(=O)Nc1ccc(OC)cc1)CC(=O)Nc1sc2c(c1C(=O)OC)CCCC2	-1	3	x	-4	4	7	11	4	11
O=C(CCS(=O)(=O)Cc1cccc(Cl)c1)NCCc1ccccc1	1	-3	-5	-3	8	-14	3	2	8
COc1cc(C)c(C)cc1S(=O)(=O)N1CCN(Cc2ccc3c(c2)OCO3)CC1	-2	-5	-4	0	1	3	6	2	0
c1ccc2c(c1)ccc1ncccc12	-2	3	6	0	2	13	8	1	-1
Cc1ccc(NC(=S)N2CCCN(Cc3ccc(F)cc3)C2)c(C)c1	-8	1	2	-4	-1	1	-4	-3	-4

Continued:
SMILES	LYPLA1 inh	PAD4 inh	GSTO1 inh	LYPLA2 inh	pPAFAH inh	PREPL inh	PAFAH2 inh	PAFAH1B3 FP inh	PAFAH1B2 FP inh
COc1cccc(C(=O)Nc2cccc(-c3nnc(-c4ccco4)o3)c2)c1	-28	-5	-33	-16	-7	-2	1	-1	5
N#Cc1ccc(S(=O)(=O)N2CCN(CC(=O)NCC3(N4CCOCC4)CCCCC3)CC2)cc1	2	4	x	-1	1	20	-15	4	13
Cc1ccccc1Nc1cc(=O)oc2ccccc12	2	-2	5	7	5	-2	-9	4	-3
Clc1ccc(CON/C=N/c2ncnc3sccc23)cc1	1	1	-4	3	3	-31	-5	9	9
O=S(=O)(Nc1nc2ccccc2nc1NCc1ccco1)c1ccc(F)cc1	2	0	-4	-1	0	4	11	8	6
CCCCN1C(=O)C(O)(CC(=O)c2ccccc2OC)c2ccccc21 (centres undefined)	-1	8	14	9	0	-8	2	15	-4
CCCN(CCC)C(=O)Nc1cc(Cl)ccc1OC	0	-9	2	7	2	-1	-2	4	-1
C=CC1CN(C(=O)OCC(Cl)(Cl)Cl)C2CC3c4ccc(OC)cc4NC3C3CC1C2CO3 (centres undefined)	-5	1	-4	8	2	6	x	x	x
CCOC(=O)Cc1nc(-c2ccccc2)n[nH]1	-2	1	1	-2	2	7	1	4	3
CC12CCC(=O)N1C(C(=O)NCc1ccccc1Cl)CS2 (centres undefined)	0	0	-5	-2	0	16	5	8	2
O=Cc1ccc(C(=O)OCC(=O)NCCC2=CCCCC2)cc1	0	4	13	-1	7	0	23	1	-2
CCOc1ccc(C2NC(=O)NC(C)=C2C(=O)OC)cc1C (centres undefined)	-1	1	-4	-6	3	-6	1	3	8
COc1ccc(C(=O)N2CCNC(=O)C2CC(=O)Nc2ccc(C)cc2)cc1 (centres undefined)	-2	0	4	1	6	10	-6	4	2
CS(=O)(=O)N1CCN(c2ccc(C(=O)NC3C4CC5CC(C4)CC3C5)cc2[N+](=O)[O-])CC1 (centres undefined)	1	0	2	3	-1	1	4	6	21
CCOC(=O)c1nc2c(ccc3ccccc32)cc1C	-4	2	-6	-4	6	-8	x	x	x
Cc1cc(C)nc(SCC(=O)NN)n1	1	0	8	-6	0	21	4	11	2
Cc1oc2c(cc(NS(=O)(=O)c3ccc(C(C)C)cc3)c3ccccc32)c1C(=O)O	-9	-5	4	1	32*	-11	2	8	15
COCC(=O)Nc1cc(C)cn(Cc2ccccc2Cl)c1=O	-2	-5	6	1	6	9	0	1	-1
Cc1ccccc1NC(=O)CCN1C(=O)c2ccccc2C1=O	-2	7	-2	4	0	-2	5	8	-2
O=[N+]([O-])c1ccc(NCc2ccccn2)nc1	4	-7	6	4	0	13	-3	2	-3

Marked active in pPAFAH inh, of those listed so far:
SMILES	PAD4 inh	pPAFAH inh	PREPL inh	PAFAH2 inh	PAFAH1B3 FP inh	PAFAH1B2 FP inh
Cc1oc2c(cc(NS(=O)(=O)c3ccc(C(C)C)cc3)c3ccccc32)c1C(=O)O	-5	32*	-11	2	8	15

Arranged by molar mass (largest number first): some entries from above.
SMILES	LYPLA1 inh	PAD4 inh	GSTO1 inh	LYPLA2 inh	pPAFAH inh	PREPL inh	PAFAH2 inh	PAFAH1B3 FP inh	PAFAH1B2 FP inh
O=S(=O)(Nc1nc2ccccc2nc1NCc1ccco1)c1ccc(F)cc1	2	0	-4	-1	0	4	11	8	6
COc1cccc(C(=O)Nc2cccc(-c3nnc(-c4ccco4)o3)c2)c1	-28	-5	-33	-16	-7	-2	1	-1	5
O=[N+]([O-])c1ccc(NCc2ccccn2)nc1	4	-7	6	4	0	13	-3	2	-3

Remaining list, next part:
SMILES	LYPLA1 inh	PAD4 inh	GSTO1 inh	LYPLA2 inh	pPAFAH inh	PREPL inh	PAFAH2 inh	PAFAH1B3 FP inh	PAFAH1B2 FP inh
CCc1ccccc1NC(=O)CNC(=O)c1ccc(OCc2cn3ccccc3n2)cc1	x	-4	x	x	-1	0	1	8	0
Cc1c(N=C2NN=C(c3c[nH]c4ccccc34)CS2)c(=O)n(-c2ccccc2)n1C	-3	-4	5	0	2	40	3	2	2
COc1ccc(CNC(=O)CN(Cc2ccc(F)cc2)C(=O)c2csnn2)cc1	-2	-3	11	3	4	4	6	11	9
CCN(CCCNC(=O)CN(C)S(=O)(=O)c1cccc2nsnc12)c1ccccc1	-4	-6	1	1	2	0	-3	3	13
Cc1ccc(-c2ccccc2NC(=O)C2C3C=CC(C3)C2C(=O)O)o1 (centres undefined)	0	-3	9	-3	-3	4	0	6	2
O=C(COC(=O)/C=C/c1ccccc1)Nc1cc(C(F)(F)F)ccc1N1CCOCC1	-1	0	2	2	4	10	56*	4	-1
CCOC(=O)C1Cn2c(nc3c(c2=O)C(C)(C)Cc2ccccc2-3)S1 (centres undefined)	5	4	0	1	4	5	9	10	10
Cc1ccc(C(=O)OCC(=O)N2CCc3ccccc32)cc1	0	-2	-4	8	3	-1	63*	4	0
O=C(NCc1cccs1)c1ccc(CS(=O)Cc2cccc(Cl)c2)o1 (centres undefined)	0	-2	4	-13	9	2	7	5	4
CC12CN3CC(C)(CN(C1)C3c1ccc3c(c1)OCO3)C2O (centres undefined)	0	1	10	3	1	9	2	4	2
Cc1cc(=O)oc2c1c(C)nn2-c1nn[nH]n1	-1	4	17	-3	-1	-4	-4	1	6
COc1cc(C(=O)OCC(=O)N2CCC(Cc3ccccc3)CC2)cc(OC)c1OC	0	3	-1	8	5	-13	5	11	1
CCCCOc1cccc(C(=O)Nc2ccc(NC(=O)c3ccco3)cc2)c1	-1	-4	-1	-2	4	3	1	-3	3
CC(C)=CCCC(C)CN(C)CCc1ccccn1 (centres undefined)	-2	0	3	0	-5	25	-4	12	-4
O=C(NCC1CCCO1)C(c1cccs1)N(Cc1cccs1)C(=O)c1ccc(-c2ccccc2)[nH]1 (centres undefined)	-1	-6	-10	-6	0	17	-4	8	-5
O=C(NCCc1nnc2ccc(SCC(=O)N3CCCC3)nn12)c1ccccc1	-2	-8	7	-2	-3	4	0	-3	-1
Cc1ccc(N2C(=O)C(c3c(C)[nH]n(-c4ccccc4)c3=O)(C(F)(F)F)C3=C2CC(C)(C)CC3=O)cc1 (centres undefined)	-1	-3	-5	-3	9	-2	1	1	-3
COc1cc(CN2CCCC(N3CCN(c4ccc(F)cc4)CC3)C2)ccc1F (centres undefined)	2	-4	4	0	-4	-1	-2	4	-2
N#Cc1cccc(CN2CCC(=O)N(CCO)CC2)c1	1	0	-4	3	-6	-9	-6	-2	0
CN(/N=C\c1ccc(O)c(O)c1)c1nc(-c2ccccc2)cc(-c2ccccc2)n1	-15	3	-8	-7	23	11	-12	-12	7
COc1cccc(-c2coc3c(C)c4oc(=O)c(CC(=O)O)c(C)c4cc23)c1	-4	-4	0	0	2	6	4	11	4

This is a subset; the hit share may differ from the screen's.
